# DSG3 Ab inh: blocks pemphigus antibody binding to human desmoglein-3; P32926; DSG3-coupled beads, scFv-anti-DSG3-GFP binding, flow cytometry; active compounds read low; binding (percent of control), % at 10 µM; 310,000 tested, 0.48% active; AID 588358;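 active = binding more than 3 SD below its plate's average and above zero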;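 note: hits lower antibody fragment binding to DSG3; some compounds called inactive have numbers as strong as hits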
# Cardiac RTF inh: cardiac RTF calcium desensitization. 340,000 tested, 0.12% active. inhibition, % at 7.15 µM. IANBD-labeled cardiac RTF, Ca2+ fluorescence;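 active = inhibition above the mean inhibition of all tested compounds plus 3 SD, cut at about 17% in these data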;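 note: assay run at fixed EC70 calcium of 1.6 mM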
# C-LANA FP: inhibitors of KSHV LANA C-terminal domain DNA binding; 340,000 tested, 0.078% active; inhibition, % at 9 µM; MBP-C-LANA/FAM-LBS DNA binding, fluorescence polarization;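 active = highest replicate inhibition at or above 60% at 9 µM, even if other replicates fall short; inactive = all replicates below 60% inhibition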;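 note: 0% = neutral control wells and 100% = 4 µM acridine orange control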
# CAL PDZ FP-1: inhibitors of human CAL PDZ peptide binding; Q9HD26; purified CAL PDZ, TMR-peptide fluorescence polarization, 1 h; inhibition, % at 20 µM; 330,000 tested, 0.02% active; AID 504414;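 active = highest replicate inhibition of at least 40%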;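 note: plate controls were DMSO neutral control wells for no effect and unlabeled competitor peptide control wells for full effect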
#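 Assay system – tagged CAL PDZ protein CerCALP, purified · Timing – 1 h at RT · Compound – single point, 20 µM · Measured by – fluorescence polarization from S- and P-plane intensities, G-factor corrected · Evaluation – inhibition from polarization loss · Probe or stimulus – TMR reporter peptide T*-PRC34 · Buffer or medium – pH 7.4 phosphate-saline buffer, reducing agent, detergent, IgG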
# Arrestin-AP2 inh: human beta-arrestin and AP2 interaction inhibition; FITC-arrestin peptide / GST-AP2 beads, flow cytometry; AP2 beta2 appendage carries R879A mutation; inhibition, % at 10 µM; 340,000 tested, 0.31% active;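 active = inhibition above a set limit, near 3 SD of compounds lacking own fluorescence, cut at about 54% in these data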;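 note: plate controls were DMSO wells for no effect and 5 µM unlabelled arrestin peptide for full effect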
#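 Assay system: GST-AP2 R879A bound to glutathione beads, E. coli-expressed; Medium: PBS with 0.05% Tween 20 and 0.1% BSA; Also added: fluorescein-tagged arrestin peptide at 50 nM final; Timing: 12 min plus 1 h, RT; Measured by: flow cytometry, FL1 (488/535 nm); Evaluation: percent drop in bead-associated FITC signal.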
# Keap1 Nrf2 FP: inhibitors of human Keap1-Nrf2 protein-protein interaction; Q14145; Keap1 Kelch-Nrf2 peptide fluorescence polarization, 1536-well; inhibition, % at 9.4 µM; 340,000 tested, 0.15% active; AID 504523; in the data active = inhibition above about 12%;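 note: human Keap1 Kelch domain with fluorescein labeled Nrf2 9mer peptide probe; 0% = neutral control wells and 100% = peptide positive control; higher means more block of Keap1 binding to Nrf2 peptide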
# CAL PDZ FP-2: CAL PDZ (human) peptide binding inhibition; 300,000 tested, 0.92% active; Q9HD26; inhibition, % at 24.9 µM; purified CAL PDZ, TMR-peptide fluorescence polarization, 1 h; AID 602252;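 active = mean inhibition of at least 30% with at least half of replicates also reaching 30%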;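 note: 0% = DMSO neutral control and 100% = excess unlabeled competitor peptide PRC23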
# V-ATPase pH: regulators of yeast V-ATPase proton transport | S. cerevisiae, pHLuorin cytosolic pH fluorescence | response, % at 10 µM | 350,000 tested, 0.37% active | AID 504577; in the data active = response mostly above about 7.3%, no sharp cut-off; inactive = mostly below about 5.4%; note: actives read high; inactives centre near 0; some compounds called inactive have numbers as strong as hits; reference of the scale not given here
# NSD2 HMT inh: inhibitors of human histone methyltransferase NSD2. inhibition, % at 12.5 µM. AID 743445. O96028. NSD2 peptide methylation, AlphaScreen, 120 min. 310,000 tested, 0.54% active; in the data active = inhibition above about 50%
# Target sequence (O96028 whole entry, looked up): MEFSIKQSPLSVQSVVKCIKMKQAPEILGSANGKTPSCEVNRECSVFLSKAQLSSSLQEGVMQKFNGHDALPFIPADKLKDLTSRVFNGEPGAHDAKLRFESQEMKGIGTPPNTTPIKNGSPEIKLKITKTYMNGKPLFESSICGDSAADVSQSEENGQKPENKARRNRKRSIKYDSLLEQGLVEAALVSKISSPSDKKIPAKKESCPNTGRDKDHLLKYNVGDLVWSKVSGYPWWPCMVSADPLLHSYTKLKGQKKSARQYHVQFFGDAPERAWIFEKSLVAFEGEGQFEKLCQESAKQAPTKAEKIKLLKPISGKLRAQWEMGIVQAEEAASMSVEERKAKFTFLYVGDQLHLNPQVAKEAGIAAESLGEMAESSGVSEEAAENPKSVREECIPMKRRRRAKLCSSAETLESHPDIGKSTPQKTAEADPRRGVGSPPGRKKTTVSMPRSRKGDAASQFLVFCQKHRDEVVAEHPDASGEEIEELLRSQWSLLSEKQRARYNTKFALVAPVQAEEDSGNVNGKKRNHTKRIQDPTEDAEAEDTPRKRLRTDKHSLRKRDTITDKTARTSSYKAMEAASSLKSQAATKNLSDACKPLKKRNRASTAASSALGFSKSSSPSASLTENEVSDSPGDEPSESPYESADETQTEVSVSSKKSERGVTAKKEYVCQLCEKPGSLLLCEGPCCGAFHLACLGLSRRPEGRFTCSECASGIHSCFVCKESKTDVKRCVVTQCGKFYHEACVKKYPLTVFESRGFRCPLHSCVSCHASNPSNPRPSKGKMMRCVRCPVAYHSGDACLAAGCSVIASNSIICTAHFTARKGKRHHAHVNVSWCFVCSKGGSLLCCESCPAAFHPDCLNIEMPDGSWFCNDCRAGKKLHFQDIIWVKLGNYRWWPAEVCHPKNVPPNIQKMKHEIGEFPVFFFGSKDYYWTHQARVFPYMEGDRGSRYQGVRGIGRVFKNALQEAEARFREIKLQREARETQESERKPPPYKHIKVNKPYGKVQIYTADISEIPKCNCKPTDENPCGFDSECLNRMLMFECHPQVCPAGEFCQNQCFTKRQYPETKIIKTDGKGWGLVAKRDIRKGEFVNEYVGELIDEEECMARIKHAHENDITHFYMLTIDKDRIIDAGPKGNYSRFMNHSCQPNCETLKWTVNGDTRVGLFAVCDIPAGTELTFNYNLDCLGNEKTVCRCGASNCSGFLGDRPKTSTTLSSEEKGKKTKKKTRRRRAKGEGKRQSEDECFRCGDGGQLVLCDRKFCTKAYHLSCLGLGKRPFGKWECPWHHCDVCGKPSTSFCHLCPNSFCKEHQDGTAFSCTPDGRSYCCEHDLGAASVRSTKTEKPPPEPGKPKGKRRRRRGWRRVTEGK
# DAGLB inh: diacylglycerol lipase beta (human) inhibition. Q8NCG7. HEK293T DAGLB membrane lysate, EnzChek fluorogenic substrate. inhibition, % at 5.17 µM. 340,000 tested, 0.059% active; in the data active = inhibition above about 34%;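 note: 0% = enzyme with vehicle and 100% = wells lacking enzyme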
# Numbers without * were called inactive; / = not tested or not shown.
cpd | Structure | DSG3 Ab inh | Cardiac RTF inh | C-LANA FP | CAL PDZ FP-1 | Arrestin-AP2 inh | Keap1 Nrf2 FP | CAL PDZ FP-2 | V-ATPase pH | NSD2 HMT inh | DAGLB inh
1 | C[C@H]1CN([C@@H](C)CO)C(=O)c2cccc(NC(=O)Nc3ccc(C(F)(F)F)cc3)c2O[C@@H]1CN(C)Cc1ccc(Cl)c(Cl)c1 | 104 | -1 | 2.5 | -1.0 | -3 | -3 | -2 | 0 | / | 2
2 | CCn1c(=O)c(C(=O)NNC(=O)c2ccccc2F)c(O)c2ccccc21 | 105 | 16 | -1.5 | -0.4 | 3 | 2 | -4 | -4 | 0 | 12
3 | Cc1ccc(C(=O)Nc2ncc3c(n2)CC(c2ccco2)CC3=O)cc1 (configuration not stated) | 100 | -5 | 0.9 | -0.1 | 11 | 3 | -4 | 3 | / | 0
4 | CC(=O)Nc1c(C)ccc(S(N)(=O)=O)c1C | 105 | -15 | 1.1 | 0.0 | -2 | -5 | 0 | 0 | -2 | 2
5 | Cc1cn(C(=O)CN2C(=O)c3ccccc3C2=O)c(C)n1 | / | -13 | -2.6 | -2.1 | -1 | -4 | -1 | -5 | -1 | -1
6 | COC(=O)C1=C(C)N(Cc2ccc(OC)cc2)C(=O)C1 | 96 | -5 | 1.0 | -0.5 | 0 | -1 | / | 2 | 3 | -2
7 | CN(C)C1=NC[C@H](Cc2ccccc2)N1CCCCc1ccccc1 | 110 | -2 | -0.3 | 0.2 | -10 | -1 | -4 | -1 | / | 1
8 | CCN1C[C@@H]2[C@@H]3C(=O)N(C)C(=O)[C@@H]3[C@](C)(C1=O)N2C(=O)c1ccc(Br)cc1 | 98 | 1 | 0.6 | -0.9 | -3 | 0 | -1 | 2 | / | -3
9 | CN(C)CCCNC(=S)N(CCCN(C)C)Cc1cc2cc3c(cc2[nH]c1=O)OCO3 | 107 | -8 | -3.0 | -0.7 | 43 | -2 | -5 | 5 | 12 | 3
10 | CCOc1ccc(CCNC(=O)COC(=O)c2ccco2)cc1OCC | 103 | -1 | 0.4 | -1.0 | -3 | -1 | 2 | -5 | -2 | -3
11 | CC(C)Oc1ccc(C(=O)N(CN2CCCC2=O)c2ccc(F)cc2)cc1 | 103 | -6 | -4.6 | 1.4 | -4 | -4 | -2 | 3 | 0 | -3
12 | COc1ccc(CNC(=O)CN(C(=O)CCC(=O)Nc2nccs2)c2cccc(C)c2)cc1 | 109 | 4 | 7.1 | -0.6 | 34 | 6 | -3 | -3 | -2 | -2
13 | COc1ccc(CNS(=O)(=O)c2ccc3c(c2)CC(C)N3C(=O)C2CC2)cc1 (configuration not stated) | 91 | -9 | 0.0 | -0.2 | 5 | 1 | 6 | -3 | 3 | -1
14 | Cc1ccc(S(=O)(=O)N2CCN(C(=O)COC(=O)/C=C/c3ccc(F)cc3)CC2)c(C)c1 | 99 | -27 | -0.1 | -2.0 | -3 | 0 | -3 | -2 | 2 | -2
15 | CCN(CC)S(=O)(=O)c1ccc(NC(=O)CC(NC(C)=O)c2ccccc2)cc1 (configuration not stated) | 101 | -14 | -1.8 | -4.7 | 1 | -3 | -7 | -1 | -58 | -2
16 | COc1cccc(-c2nnc(N(C)C(=O)C3CCOC3)s2)c1 (configuration not stated) | 93 | -8 | -1.9 | -1.9 | -3 | 2 | -3 | 1 | -1 | -4
17 | CCOC(=O)c1cccc(NC(=O)CSc2nnc(COc3ccccc3C)o2)c1 | 92 | -6 | 0.7 | -1.8 | -2 | -4 | -1 | 0 | 6 | -7
18 | COc1cc(NC(=O)c2ccc(-c3csc(C)n3)cc2)c(OC)cc1Cl | 125 | -5 | 8.5 | -2.5 | -10 | -5 | 14 | 3 | -1 | -2
19 | Cc1ccc(NC(=O)/C=C/c2ccco2)nc1 | 100 | -15 | 2.3 | -3.5 | / | -5 | -1 | -1 | 2 | 2
20 | O=C(CC(c1ccccc1)C1CCCCC1=O)c1ccco1 (configuration not stated) | 104 | 9 | 1.0 | / | -6 | -2 | -1 | 3 | / | -4
21 | Cc1ccc(C(C(=O)NC(C)(C)C)N(Cc2ccc3c(c2)OCO3)C(=O)c2ccc(CN3CCOCC3)o2)o1 (configuration not stated) | 107 | 8 | 0.6 | -2.3 | -13 | 1 | -5 | 4 | 3 | 2
22 | CCN1CCN(CC(=O)N2c3ccccc3Sc3ccccc32)CC1 | 103 | -4 | -1.6 | -1.2 | 10 | -3 | -2 | 3 | 3 | -2
23 | COc1ccc(-c2c(C)[nH]n3c(=O)c(Cc4ccccc4)c(C)nc23)cc1 | 95 | -8 | -0.9 | -2.0 | 2 | -1 | -4 | -1 | / | 3
24 | CCCn1nc(NC(=O)CC(C)C)c2cc3cccc(C)c3nc21 | 109 | -3 | -0.5 | -1.8 | 11 | -5 | -4 | 1 | 0 | -8
25 | O=C(c1cc(S(=O)(=O)N2CCOCC2)c(Cl)cc1Cl)N1CCCCC1CO (configuration not stated) | 103 | -3 | 0.3 | 0.5 | 2 | -5 | -1 | -4 | -2 | -1
26 | Cc1ccc(NC(=S)N2CCC(NC(=O)c3ccco3)CC2)cc1C | / | 4 | 0.1 | -0.6 | 23 | 0 | -5 | -1 | 26 | -2
27 | CC(C)CNC(=S)NNC(=O)c1ccc2c(c1)OCO2 | 95 | 3 | 0.0 | -1.9 | 20 | 3 | / | -5 | -2 | -2
28 | C[C@H](NC(=O)c1nc[nH]c1C(=O)N1CCN(C(=O)OC(C)(C)C)CC1)c1ccccc1 | 105 | -7 | -0.8 | 0.6 | -3 | -3 | -2 | -5 | / | 0
29 | N#Cc1cccc(NC(=O)c2nc(-c3ccccc3)n(-c3ccccc3)n2)c1 | 92 | -1 | -0.9 | -2.2 | -5 | -7 | -3 | 0 | 2 | -4
30 | CCOC(=O)C1=C(C)N(C)C(=S)NC1c1ccccc1Cl (configuration not stated) | 97 | -1 | -0.3 | 0.4 | 19 | 3 | / | 1 | 96* | 0

cpd | Structure | DSG3 Ab inh | Cardiac RTF inh | C-LANA FP | CAL PDZ FP-1 | Arrestin-AP2 inh | Keap1 Nrf2 FP | CAL PDZ FP-2 | V-ATPase pH | NSD2 HMT inh | DAGLB inh
31 | COc1ccc(-c2nc(C3CCCCC3)c3cc(OC)ccc3n2)cc1 | 106 | -21 | 0.2 | -2.3 | 10 | -5 | -2 | 8 | / | -2
32 | Clc1nc2ccccc2cc1-c1nnn(-c2ccccc2)n1 | 97 | 3 | -0.7 | -1.3 | 22 | -1 | -2 | -6 | / | -3
33 | Cc1ccc(-c2cc3nc(-c4ccccc4)cc(N)n3n2)cc1 | / | -2 | -0.5 | -1.3 | 12 | 1 | -2 | 2 | -6 | -4
34 | CC1=C(C(=O)O)N2C(=O)C(NC(=O)c3ccn(C)n3)C2SC1 (configuration not stated) | 100 | 1 | 0.8 | -1.9 | -5 | -8 | 1 | -1 | 0 | 0
35 | CCN(c1ccccc1)S(=O)(=O)c1ccc(OC)c(NC(=O)CCc2nc3ccccc3c(=O)[nH]2)c1 | 104 | -14 | 1.9 | -5.0 | -15 | 0 | -4 | -1 | -2 | 1
36 | CCNc1nc(NCC)nc(Oc2ccc(N)cc2)n1 | 99 | 7 | 0.8 | -0.6 | -11 | 0 | -3 | -4 | 2 | 1
37 | CCn1nc(C)cc1C(=O)Sc1ccc(C)cc1 | 108 | 0 | -0.3 | -0.7 | 2 | -4 | -5 | 5 | -2 | -1
38 | CN(C)/C=C(\C=O)c1ccc(Cl)cc1Cl | 84 | -16 | -3.2 | -3.0 | 16 | 1 | -5 | -2 | 0 | 1
39 | CCOC(=O)C1=C(C)OC(N)=C(C#N)C1c1ccc(O)c(OC)c1 (configuration not stated) | 101 | 10 | 6.0 | -2.2 | -5 | -3 | 3 | 0 | / | 2
40 | CCN(CC)c1ccc(S(=O)(=O)N2CCOCC2)cc1NC(=O)c1cc(=O)c2ccccc2o1 | 104 | -3 | 0.8 | -6.7 | 29 | 0 | -3 | 0 | 1 | 3
41 | O=C(CNC(=O)c1ccccc1)OCC(=O)N1c2ccccc2Sc2ccccc21 | 88 | 3 | -0.1 | -0.5 | -3 | -6 | -1 | -3 | -1 | -1
42 | CC(Nc1nc(-c2ccccc2)nc2ccccc12)c1ccccc1 (configuration not stated) | 98 | -4 | 0.2 | -1.2 | -3 | 1 | / | 2 | / | -3
43 | C#CCOCCOCCOCCNc1nc(N2CCN(C(=O)[C@H](CCCCN)n3cc(CCCC)nn3)CC2)nc(N2CCN(C(=O)[C@H](Cc3ccc(O)cc3)n3cc(CCO)nn3)CC2)n1 | 104 | 7 | -2.1 | -0.6 | 11 | -71 | -2 | -1 | / | -2
44 | COc1ccc(S(=O)(=O)N2CCC3(CC2)CC(=O)c2ccccc2O3)cc1C | 106 | 3 | -1.3 | -1.3 | 6 | -3 | 9 | -3 | 2 | -4
45 | COc1ccc(COCC(O)CN2CCOCC2)cc1OC (configuration not stated) | 105 | -3 | -1.0 | 0.7 | -4 | -8 | 0 | 2 | 0 | -1
46 | COc1ccc(/C=C(\NC(=O)c2ccc([N+](=O)[O-])cc2)C(=O)N2CCOCC2)cc1 | 100 | -2 | 0.6 | 0.3 | 4 | -2 | -3 | 3 | -2 | 2
47 | CCOc1ccc(-c2nc(CCl)cs2)cc1OC | 107 | -2 | -1.9 | -1.8 | 18 | 1 | -6 | 1 | 47 | 1
48 | Cn1c(=O)n(Cc2ccccc2)c(=O)c2c1nc1n2CCS1 | 107 | 3 | -1.3 | -3.1 | -3 | 0 | -1 | -1 | 3 | 2
49 | CCCCS(=O)(=O)N1CCC(C(=O)Oc2ccccc2OC)CC1 | 115 | -4 | -2.4 | -2.1 | 31 | -1 | -4 | 2 | -1 | -1
50 | c1ccc(OCCCn2ccnc2)cc1 | 110 | -5 | -1.2 | -0.9 | 5 | 3 | / | 9 | 2 | 1
51 | CCCN(CC(=O)Nc1ccccc1C)C(=O)c1ccc(Cl)c(S(=O)(=O)N2CCCC2)c1 | 108 | -6 | 1.2 | -3.7 | 35 | 3 | -2 | 5 | 1 | -3
52 | CC(=O)N(c1ccccc1)C1CCCC1 | 98 | -9 | 0.1 | -0.9 | 5 | -3 | -4 | -3 | -1 | 0
53 | O=C(Sc1ccc(Cl)cc1)c1ccccn1 | 102 | -5 | 0.4 | -0.8 | 15 | -2 | 3 | -4 | -4 | 3

# From PubChem BioAssay

# A portion of the library; the hit share may differ from the screen's.
